G9a inh: blocks human histone lysine methyltransferase G9a | Q96KQ7 | G9a H3K9 monomethylation, AlphaScreen, 2 h | Potency, µM (doses to about 102 µM), for the others: at the top dose activity, negative = inhibition, hits mostly inhibitors | hit rate 8.8% among 350,000; also: potency is read from the fitted curve at half-maximal effect; % is scaled to controls: 0 for no effect and ±100 for the full control effect; nearly all actives have a fitted effect of over 75% in size
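Chemiluminescent proximity detection of H3K9 monomethylation, read after 10 min bead incubation in the dark. Reaction: 20 nM G9a, 500 nM biotin-H3K9 peptide, 20 uM SAM cofactor, 2 h, room temperature, following 15 min enzyme-compound preincubation.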
GLS inh: blocks human kidney-isoform glutaminase activity; GLS enzymatic activity, qHTS titration; hit rate 0.21% among 410,000; Potency, µM (highest dose often 45.5 µM), for the others: at the top dose activity change, negative = inhibition, hits mostly inhibitors; also: potency is read from the fitted curve at half-maximal effect; % is scaled to controls: 0 for no effect and ±100 for the full control effect
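hKGA in 45 mM KH2PO4 (pH 8.2), 0.02% Tween-20 with compound, then 1mM L-Glutamine (stock as added) plus glutamate oxidase/HRP/Amplex red coupling mix. Fluorescence read initially and after 30 min at RT; signal change reflects glutamate formation.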
HP1b chromo inh: HP1-beta chromodomain-methylated histone interaction inhibition; Potency, µM (top dose mostly 114 µM), for inactives: top-dose activity change, negative = inhibition, hits mostly inhibitors; P83916; AlphaScreen HP1-beta / biotin-H3K9me3 peptide binding; hit rate 0.56% among 390,000; also: potency is read from the fitted curve at half-maximal effect; nearly all actives have a fitted effect of over 70% in size; inactives centre near 23
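HP1-beta protein (50 nM final) preincubated 30 min at room temperature with biotinylated H3(1-18)K9me3 peptide (50 nM) in PBS pH 7.4, 0.01% Tween-20, then compound added for 30 min. AlphaScreen streptavidin donor/nickel chelate acceptor beads (10 ug/mL final), 30 min dark, luminescence read.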
ERG Ets-DNA blk: blocks human ERG Ets domain binding to DNA. P11308. fluorescence polarization, His-ERG Ets domain / labelled DNA. Potency, µM (top dose mostly 76.9 µM), for inactives: at the highest dose FP activity, negative = inhibition, usual class: inhibitors. hit rate 0.028% among 370,000. AID 624246; active = well fitted inhibition curve with a large enough effect in the polarisation, with a control signal flat; inconclusive = small, poorly fitted or top-dose-only effect, or effect the other way, or a change in a side signal; inactive = no such curve, though single readings can be large or run the other way; the % refers to the polarisation;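 also: polarization taken with two DNA probes labelled with fluorescein and Texas red; potency is read from the fitted curve at half-maximal effect; % of control where 0% means no effect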
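His-tagged ERG Ets domain (1 uM in the protein solution; 300mM KCl, 50mM Tris-HCl, 1mM EDTA, 1mM DTT, pH 7.5) received compound, then a probe mix of 5 nM fluorescein-DNA and 100nM Texas-615-DNA. Fluorescence polarization was read for both dyes.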
PI4K2A inh: inhibitors of human PI4K2A; Q9BTU6; hit rate 0.13% among 420,000; purified PI4K2A, ADP-Glo luminescence, 1 h; active compounds read low; activity change, negative = inhibition, % at 76.9 µM; AID 1346378; in the data active = activity change below about -50%; inconclusive = mostly about -30% to -49%;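 also: -100% = wells without enzyme as full effect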
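ADP-Glo luminescence measured ADP generated by PI4K2A enzyme (4 ug/mL before mixing) with 1.2 mM PI substrate (pre-mix) and 300 microM ATP (pre-mix). Tris pH7.5 buffer with MgCl2, Triton X-100; 1 h reaction at ambient temperature.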
12-LOX inh: inhibitors of human 12S-lipoxygenase ALOX12. hit rate 1.1% among 580,000. AID 1671190. Potency, µM (top dose mostly 108 µM), for the others: at the highest dose activity change, negative = inhibition, actives largely listed as inhibitors. purified 12hLO, xylenol orange hydroperoxide absorbance. P18054; also: potency is read from the fitted curve at half-maximal effect; % is scaled to controls: 0 for no effect and ±100 for the full control effect
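Hydroperoxide product was detected by ferrous iron/xylenol orange as the 573 to 405 nm absorbance ratio. Arachidonic acid at 40 uM (final) was turned over for 30 min at room temperature by 150 nM human 12hLO, pH 7.0 Hepes buffer, after 15 min compound preincubation.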
JMJD2A Tudor inh: inhibitors of human JMJD2A Tudor domain; O75164; AID 504339; Potency, µM (highest dose often 114 µM), without a hit: at the highest dose activity change, negative = inhibition, usual class: inhibitors; AlphaScreen JMJD2A-Tudor / H3K4me3 peptide binding; hit rate 4.4% among 390,000; also: potency is read from the fitted curve at half-maximal effect; % is scaled to controls: 0 for no effect and ±100 for the full control effect; nearly all actives have a fitted effect of over 50% in size
RGS4 inh: inhibitors of human regulator of G protein signaling 4; Transcreener GDP fluorescence polarization, RGS4-accelerated GTP hydrolysis; P49798; hit rate 0.039% among 390,000; Potency, µM (top dose mostly 114 µM), for inactives: at the highest dose activity change, negative = inhibition, hits mostly inhibitors; also: potency is read from the fitted curve at half-maximal effect; % is scaled to controls: 0 for no effect and ±100 for the full control effect; nearly all actives have a fitted effect of over 75% in size; some results filed as inactive show a strong effect at the top dose
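MLSMR compounds (23 nl, pin-transferred) preincubated 10 min at room temperature with a 500nM (2x) first reagent, then RGS4 at 900nM (2x) plus Transcreener GDP mix added; fluorescence polarization (620/688 nm) read before and after 90 min at 30 °C.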
BAZ2B block: inhibitors of human BAZ2B bromodomain | Potency, µM (titrated, usually from 114 µM), for the others: at the highest dose activity change, negative = inhibition, actives largely listed as inhibitors | Q9UIF8 | hit rate 4.4% among 360,000 | AlphaScreen BAZ2B-H3K14Ac peptide displacement; also: potency is read from the fitted curve at half-maximal effect; % is scaled to controls: 0 for no effect and ±100 for the full control effect; nearly all actives have a fitted effect of over 60% in size
Target sequence (Q9UIF8 whole entry, looked up): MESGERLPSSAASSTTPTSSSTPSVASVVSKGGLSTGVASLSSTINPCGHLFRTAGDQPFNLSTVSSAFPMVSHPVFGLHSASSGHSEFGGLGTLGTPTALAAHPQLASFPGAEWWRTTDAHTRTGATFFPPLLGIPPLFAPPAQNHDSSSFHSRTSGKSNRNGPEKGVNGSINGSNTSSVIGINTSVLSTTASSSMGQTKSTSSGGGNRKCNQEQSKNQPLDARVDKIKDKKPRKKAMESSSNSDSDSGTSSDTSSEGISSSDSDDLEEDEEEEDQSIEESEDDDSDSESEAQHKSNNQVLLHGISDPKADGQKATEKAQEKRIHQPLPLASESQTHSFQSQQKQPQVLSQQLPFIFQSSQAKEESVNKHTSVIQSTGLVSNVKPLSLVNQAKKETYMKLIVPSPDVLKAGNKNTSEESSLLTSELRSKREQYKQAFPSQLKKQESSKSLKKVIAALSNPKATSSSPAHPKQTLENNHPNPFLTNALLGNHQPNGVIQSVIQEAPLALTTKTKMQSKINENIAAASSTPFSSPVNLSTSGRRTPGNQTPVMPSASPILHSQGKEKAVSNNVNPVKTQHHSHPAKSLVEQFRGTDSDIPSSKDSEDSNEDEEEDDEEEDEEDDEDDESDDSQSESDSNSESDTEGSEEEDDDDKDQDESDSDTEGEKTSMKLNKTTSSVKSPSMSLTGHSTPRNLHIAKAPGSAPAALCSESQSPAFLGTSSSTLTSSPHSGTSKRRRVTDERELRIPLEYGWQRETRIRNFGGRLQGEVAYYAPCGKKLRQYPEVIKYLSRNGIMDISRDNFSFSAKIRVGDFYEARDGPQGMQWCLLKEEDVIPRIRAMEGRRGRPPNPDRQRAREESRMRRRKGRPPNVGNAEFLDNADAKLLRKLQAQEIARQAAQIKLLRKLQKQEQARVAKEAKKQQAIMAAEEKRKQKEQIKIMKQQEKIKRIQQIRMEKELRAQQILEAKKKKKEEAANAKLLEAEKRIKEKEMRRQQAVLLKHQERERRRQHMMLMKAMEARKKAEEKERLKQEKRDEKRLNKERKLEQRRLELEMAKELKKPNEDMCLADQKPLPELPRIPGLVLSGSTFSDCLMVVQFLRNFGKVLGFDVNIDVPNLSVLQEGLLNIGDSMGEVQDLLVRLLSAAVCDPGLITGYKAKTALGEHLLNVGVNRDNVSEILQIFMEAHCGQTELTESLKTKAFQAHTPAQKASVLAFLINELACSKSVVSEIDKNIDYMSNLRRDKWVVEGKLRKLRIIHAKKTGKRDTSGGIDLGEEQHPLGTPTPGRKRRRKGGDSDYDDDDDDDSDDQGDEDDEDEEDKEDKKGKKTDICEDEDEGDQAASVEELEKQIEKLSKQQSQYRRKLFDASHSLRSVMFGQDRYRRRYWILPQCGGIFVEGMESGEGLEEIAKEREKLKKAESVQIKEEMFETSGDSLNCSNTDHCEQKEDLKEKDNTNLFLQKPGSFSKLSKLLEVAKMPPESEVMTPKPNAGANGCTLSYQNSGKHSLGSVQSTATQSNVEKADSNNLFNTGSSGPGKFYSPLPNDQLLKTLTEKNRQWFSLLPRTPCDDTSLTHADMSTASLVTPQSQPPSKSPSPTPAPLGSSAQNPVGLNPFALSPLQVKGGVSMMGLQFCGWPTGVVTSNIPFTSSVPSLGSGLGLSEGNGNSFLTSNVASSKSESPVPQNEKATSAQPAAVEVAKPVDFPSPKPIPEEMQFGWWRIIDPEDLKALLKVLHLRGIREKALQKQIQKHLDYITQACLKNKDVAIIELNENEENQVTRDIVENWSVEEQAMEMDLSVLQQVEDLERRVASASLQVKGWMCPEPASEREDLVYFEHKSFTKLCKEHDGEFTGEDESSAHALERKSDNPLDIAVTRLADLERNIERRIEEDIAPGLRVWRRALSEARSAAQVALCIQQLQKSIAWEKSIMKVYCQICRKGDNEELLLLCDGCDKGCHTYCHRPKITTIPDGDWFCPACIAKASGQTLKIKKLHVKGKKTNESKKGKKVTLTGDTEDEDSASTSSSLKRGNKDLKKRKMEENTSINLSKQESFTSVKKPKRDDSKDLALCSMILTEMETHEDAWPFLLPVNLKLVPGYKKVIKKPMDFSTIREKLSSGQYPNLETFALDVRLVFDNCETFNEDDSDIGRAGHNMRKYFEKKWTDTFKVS
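Inhibition is scored as reduced AlphaScreen emission. The BAZ2B/b-H3(5-23)K14Ac complex (50 nM each) in PBS pH 7.4, 0.01% Tween-20 meets compound (up to 110 uM) for 30 min at RT before bead addition.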
* marks the source's active call; other numbers are inactive results; ? = inconclusive; nt = no result given; & = joins results of further samples; [ ] = remark or other dose. Unless noted, calls follow the shape of the dose curve; as a rule, active = well fitted curve in the direction sought with a large enough effect; inconclusive = small, poorly fitted or top-dose-only effect, or another doubt; inactive = no such curve, though single readings can be large; an effect the other way counts as inactive or inconclusive. An excerpt, so the mix of outcomes need not match the whole.

SMILES	G9a inh	GLS inh	HP1b chromo inh	ERG Ets-DNA blk	PI4K2A inh	12-LOX inh	JMJD2A Tudor inh	RGS4 inh	BAZ2B block
COCc1cc(=O)[nH]c2cc(NC(=O)c3cccc(OC)c3)c(C)cc12	-10%[2.33 µM]	-15%	26%	16%	1	-17%	-1%	-2%	0%
CCCC(C)C(=O)OCC(=O)NCc1ccc(OC)c(OC)c1 (stereo not drawn)	0%	8%	12%	-3%	-4	-3%	-7%	-3%	3%
Cc1ccc(OC(=O)c2cccc([N+](=O)[O-])c2)c(-n2nc3ccccc3n2)c1	21%[59 µM]	12%	17%	nt	3	6%	-19%	-5%	-6%
Cc1ccc2nc(-c3cc(-c4ccccc4)no3)cn2c1	10%	5%	60%[activator]	22%	-2	168%[activator]	-21%	-9%	-9%
Cc1ccc(NC(=O)CSCC(=O)NNC(=O)c2nn(C)c(=O)c3ccccc23)cc1	-3%[12.7 µM]	13%	39%[activator]	10%[15.4 µM]	1	26%	-1%	-26%	6%
CCOC(=O)c1ccc(NC(=O)c2c(NCc3cccc(OC)c3)sc3c2CCC3)cc1	7.9µM*	-5%	50%[activator]	11%	-5	-30%	-12%	-21%	3%
Cc1ccccc1C(=O)NC1CCN(CC(=O)Nc2ccccc2)CC1	15%	10%	27%	-5%	0	-12%	-14%	7%	-5%
O=C(O)CN1CCN(c2ncc(C(F)(F)F)cc2Cl)CC1	50µM*	0%	9%	15%	1	-21%	-28%	1%	-12%
CC1(C)Cc2nc(NCCCO)c(C#N)cc2CO1	20%	2%	18%	8%	-11	0%	-8%	-7%	9%
Cc1ccc(COn2c(-c3ccc(Cl)cc3)nc3ccc([N+](=O)[O-])cc32)cc1	nt	14%	-2%	-2%	-1	?	-12%	42%	-1%
O=C(CS(=O)c1ccc(C(F)(F)F)cc1[N+](=O)[O-])Oc1ccc(Cl)cc1 (stereo not drawn)	?	15%	-11%	0%	-11	-1%	-27%	-37%	-7%
NC(=O)c1ccccc1NC(=O)Nc1ccccc1Cl	41%[activator]	3%	11%	-4%	6	-4%	-13%	26%	10%
COc1ccc2nc(SCC(=O)c3c(N)n(C4CC4)c(=O)[nH]c3=O)[nH]c2c1	7.1µM*	-6%	49%[activator]	-10%	6	?	-6%	10%	8%
COc1cc2c(cc1OC)CN(C(=O)c1ccc(S(=O)(=O)N3CCCC3)cc1)CC2	-3%	-10%	35%	-6%	7	8%	-11%[11.4 µM]	3%[11.4 µM]	-20%
C#CCOCCOCCOCCNc1nc(N2CCOCC2)nc(N2CCN(C(=O)[C@H](CCC(=O)O)n3cc(C(N)[C@H](C)CC)nn3)CC2)n1 (stereo partly drawn)	8%[12.7 µM]	0%	57%[activator]	2%	-5	7%	40µM*	-4%	-30%
Cc1ccc(N2C(=O)CSC23C(=O)N(CC(=O)NCCc2ccccc2)c2ccccc23)cc1C (stereo not drawn)	-27%[59 µM]	5%	6%	-2%	0	0%	-20%	-19%	3%[57.1 µM]
CCCN1CCN(C(=O)c2oc3ccccc3c2NC(=O)C2CC2)CC1	19%	0%	63%[activator]	5%	-4	-5%	-6%	15%[11.4 µM]	-2%
O=C1c2[nH]nc(-c3ccccc3O)c2C(c2cccc(Br)c2)N1Cc1ccncc1 (stereo not drawn)	1%[59 µM]	0%	39%[activator]	3%	0	-4%	-29%	25%	-11%
CC(C)Cc1cc(C(C)(C)C)ccc1OC(=S)N(C)C	172%[activator]	-1%	108%[activator]	11%	-2	-3%	46%[activator]	7%	39%
CC[C@]12c3[nH]c4ccc(Cl)cc4c3CCN1C(=O)[C@@H](CC(=O)NCCc1ccccn1)C[C@@H]2C(=O)N1CCN(C(=O)c2ccco2)CC1	nt	0%	41%	1%	-3	-8%	-16%	7%	nt
CCN(CC)C(=O)[C@H]1CC(CC(=O)NCc2cccc(C(F)(F)F)c2)C(=O)N2CCc3c([nH]c4ccc(OC)cc34)[C@]12C (stereo partly drawn)	nt	-5%	-2%	0%	7	0%	?	-9%	nt
Cc1ccc(Cc2c(C)nc3nc(SCC(=O)NCCCN4CCCCCC4)nn3c2C)cc1	35µM*	-1%	-23%	15%	6	?	-30%	-30%	?
Cc1cc(C)c(S(=O)(=O)NC(C)C)c(C)c1-n1cnnn1	5%	13%	17%	-1%	5	4%	-10%	-14%	-4%
Cc1sc2nc3ccc(NCc4ccco4)nn3c(=O)c2c1C	18µM*	-1%	73%[activator]	-1%	1	0%	-32%	-41%	-7%
O=C(CC1CC2CCC1C2)Nc1nc(-c2ccccn2)cs1 (stereo not drawn)	20µM*	0%	8%	-10%	1	-20%	-23%	-35%	45µM*

Remaining list, next part:
SMILES	G9a inh	GLS inh	HP1b chromo inh	ERG Ets-DNA blk	PI4K2A inh	12-LOX inh	JMJD2A Tudor inh	RGS4 inh	BAZ2B block
COc1ccc2oc(=O)c(/C(C)=N/Nc3nc(-c4cc(C)ccc4C)cs3)cc2c1	?	-14%	39%[activator]	2%	-2	-29%	-12%	-37%	11%
Cc1cc(C)n2c(SCC(=O)Nc3cc(S(=O)(=O)N(C)C)ccc3C)nnc2n1	nt	-7%	34%	0%	2	?	0%	-12%	nt
O=C(NCc1ccccc1)c1cc(Sc2cccc(Cl)c2)nc2ccccc12	7%[59 µM]	9%	26%	3%	-3	0%	5%	9%	3%
CC(C)CC(=O)N1CCN(S(=O)(=O)c2ccc3ccccc3c2)CC1	-8%[12.7 µM]	17%	4%	-4%	5	0%	-2%	16%	9%
O=C(NCC(c1cccs1)N1CCOCC1)c1cnc(Cl)c(Cl)c1 (stereo not drawn)	nt	7%	13%	8%	4	16%	-10%	3%	nt
COc1ccc(-c2cc(C(=O)NCCc3ccccc3)c3cc(C(C)C)ccc3n2)cc1	6%[59 µM]	-4%	19%	?	-2	-29%	-5%	19%	-1%
N#C/C(=C\c1ccc(F)cc1)C(=O)NCC1CCCO1 (stereo not drawn)	?	-5%	32%	-2%	9	-24%	-10%	-4%	1%
Cc1ccccc1CN1CCc2cc([N+](=O)[O-])ccc21	-3%	2%	24%	-13%	-4	-17%	16%	4%	-28%
C[C@]12c3[nH]c4cc(-c5ccco5)ccc4c3CCN1C(=O)[C@@H](CC(=O)NCC13CC4CC(CC(C4)C1)C3)C[C@@H]2C(=O)N1CCOCC1	nt	7%	?	1%	-4	?	?	-21%	nt
CN(C(=O)CSc1nc2ccccc2n1C)C1CCS(=O)(=O)C1 (stereo not drawn)	5%[12.7 µM]	0%	45%[activator]	7%	1	-4%	4%	3%	0%
O=C(OCC(=O)N1CCOCC1)c1cccc(S(=O)(=O)Nc2ccc(F)cc2)c1	15%[12.7 µM]	-9%	41%[activator]	-30%	5	-2%	-2%	-8%	-1%
CCc1ccc2c(CN(C)Cc3ccc(OC(F)F)c(OC)c3)cc(=O)oc2c1	16%	3%	57%[activator]	6%	1	-27%	22%	6%	11%
O=C(c1cc(-c2cccc(Cl)c2)on1)N1CCN(c2ccccc2)CC1	28%	-14%&8%	14%&20%	17%&-1%	0&-22	-11%&-27%	-7%&-19%	33%&6%	-3%&1%
CCn1cc(C(=O)N2CCN(c3ccc(OC)cc3)CC2)c(=O)c2cc(S(=O)(=O)N3CCOCC3)ccc21	3%	37%&4%[activator]	14%&67%	-4%&3%	7&-1	37%&-23%[activator]	-31%&-4%	-10%&-19%	-11%[57.1 µM]
Cc1ccc(Cn2cc(S(=O)(=O)c3ccc(C(C)C)cc3)c(=O)c3cc4c(cc32)OCO4)cc1	45µM*	2%	9%	-12%	-4	-18%	-31%	-21%	-1%
CC(C)CNC(=O)Cn1c(=O)c2c(ncn2CC(C)C)n(Cc2ccccc2)c1=O	-5%	0%	38%	-10%	0	2%	3%	-10%	-7%
CCc1nnc2n1N=C(c1ccc(Cl)cc1Cl)CS2	12%	10%	21%	-3%	5	-6%	2%	3%	-8%
CC(=O)Nc1ccc(-c2nc3ccccc3c(=O)o2)cc1	26%	-10%	48%[activator]	-13%	-1	-2%	-9%	-14%	4%
O=c1c2cc(N3CCOCC3)ccc2[nH]c(=S)n1CCN1CCCC1	?	20%	-1%	-9%	0	0%	?	-25%	11%
CCC(C)NC(=O)c1ccc(CN2CCc3ccccc3C2)cc1 (stereo not drawn)	nt	-1%	43%[activator]	-2%	-2	-4%	-4%	-9%	?
COc1ccc2c(Cl)c(-c3nnc4n3CCCCC4)sc2c1	-12%[59 µM]	-4%	25%	-19%	2	381%[activator]	-14%	1%	15%
CC1CCN(CCCNC(=O)Cn2ncc3c([nH]c4ccccc43)c2=O)CC1	-15%	11%	30%	-3%	6	-1%	-17%	-19%[11.4 µM]	8%
Cc1ccccc1NC(=O)C1c2cccc[n+]2CC(=O)N1Cc1ccc2c(c1)OCO2 (stereo not drawn)	11µM*	1%	15%	5%	6	?	?	-26%	-21%
O=C(/C=C/c1ccc(Cl)cc1Cl)NCCSc1ccccc1	70%[activator][59 µM]	-2%	69%[activator]	-1%	-1	-14%	41%[activator]	-14%	23%
O=C(COC(=O)c1ccc(Cl)nc1)NCc1ccco1	nt	-2%	21%	10%[15.4 µM]	2	6%	-10%	8%	1%
